# VHR inh color: blocks the human dual specificity phosphatase VHR1 | P51452 | recombinant VHR phosphatase, colorimetric substrate read-out | inhibition, % at 20 µM | hit rate 0.7% among 50,000; in the data active = inhibition above about 60%; also: some results filed as inactive read as strong as hits
# Target sequence (P51452 whole entry, looked up): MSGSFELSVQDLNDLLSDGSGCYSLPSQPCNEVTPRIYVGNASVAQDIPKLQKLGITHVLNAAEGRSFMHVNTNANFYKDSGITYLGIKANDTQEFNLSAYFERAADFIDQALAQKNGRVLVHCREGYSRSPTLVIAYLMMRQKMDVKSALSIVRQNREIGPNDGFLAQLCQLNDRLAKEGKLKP
# The depositor's hits bear a star.
cpd	smiles	VHR inh color
1	Fc1cccc(Cl)c1COc1ccc(/C=N/n2cnnc2)cc1	-16
2	Cc1ccc(-c2csc(NC(=O)C3C4CCC(C4)C3C(=O)O)n2)cc1C (centres undefined)	-9
3	COc1ccc(NC(=O)CN(c2ccc(C)cc2)S(C)(=O)=O)c(OC)c1	4
4	COc1ccc(CCNCc2ccccc2Cl)cc1OC	25
5	O=C(COc1ccc(Br)cc1)Nc1ccc2c(c1)OCO2	-3
6	COc1c(Cl)cc(C(=O)Nc2cccc3ccccc23)cc1Cl	-16
7	CC1=C(C(=O)Nc2cccc(Cl)c2C)C(c2ccc(Cl)cc2)NC(=S)N1 (centres undefined)	-6
8	O=C(CCCOc1ccc(Cl)cc1Cl)Nc1ccccn1	1
9	CCOc1cc(/C=C2/SC(=Nc3ccc(Cl)cc3)NC2=O)ccc1O	6
10	O=C1c2ccccc2C(=O)c2c(NC3CCCCC3)cccc21	-2
11	O=C1NC(=Nc2cccc(O)c2)S/C1=C\c1cccc(O)c1	12
12	CCCCC/C(C)=C(\C#N)C(=O)OCC	1
13	c1cc(NCc2ccc3c(c2)OCO3)cc(-c2nc3ccccc3s2)c1	1
14	COC(=O)c1cc(C(=O)N2CCN(C)CC2)cc([N+](=O)[O-])c1	9
15	N#Cc1c(NC(=O)c2cnn3c(C(F)(F)F)cc(-c4ccccc4)nc23)sc2c1CCCC2	-43
16	O=C1/C(=C/c2cccc(O)c2)SC(=S)N1c1ccc(O)cc1	-10
17	CCSCCOC(=O)C1=C(C)NC2=C(C(=O)CCC2)C1c1ccc(OC)c(OCc2ccccc2)c1 (centres undefined)	10
18	CCCCN(C)Cc1c(C)[nH]c2c(ccc3ccccc32)c1=O	-2
19	Cc1cc(/C=C2/SC(=O)NC2=O)c(C)n1-c1ccc(N2CCOCC2)cc1	1
20	O=C1CC(c2cccc(Cl)c2)c2cc(Br)c3ccccc3c2N1 (centres undefined)	-1
21	COc1c([N+](=O)[O-])cc2c(C)c(Br)c(=O)oc2c1OC	-13
22	NC(=O)N/N=C1\NC(=O)/C(=C\c2ccccc2)S1	-33
23	COc1ccc(-c2ccc(/C=C3/SC(=S)NC3=O)o2)cc1Cl	6
24	O=[N+]([O-])c1ccc(-n2nnc3ccccc32)nc1	-2
25	CC(=O)c1cccc(N2C(=O)C3C4C=CC(C4=C(C)C)C3C2=O)c1 (centres undefined)	-13
26	COc1ccc(NC(=O)/C(C#N)=C\c2cc(C)n(-c3ccc(Cl)c(Cl)c3)c2C)cc1	4
27	O=C(Nc1ccc(Br)cc1)C1CCCC1	-15
28	Cc1ccc2nc(-c3cc(NC(=O)COc4ccccc4)ccc3OC(=O)COc3ccccc3)oc2c1	16
29	O=c1[nH]c(SCc2cccc3ccccc23)nc2ccccc12	-20
30	CCOc1ccc(/C=N/N2CCN(Cc3ccccc3Cl)CC2)cc1OC	-17

# Continued:
cpd	smiles	VHR inh color
31	COc1ccc(/C(C)=N/NC(=O)CSCc2cccc(Cl)c2)cc1OC	-4
32	O=C(COc1ccc(Cl)cc1)NC1=NN(c2ccccc2)C(=O)C1	10
33	Cc1ccc(OCCCN2CCN(C)CC2)c(C(C)(C)C)c1	-5
34	COc1cc(C(=O)N/C(=C/c2ccc(Br)cc2)C(=O)NCCC(=O)O)cc(OC)c1OC	-21
35	COc1cc(/C=c2\sc3nc4cc(C)c(C)cc4n3c2=O)ccc1OCc1ccc(C)cc1	-39
36	O=[N+]([O-])c1ccccc1N/C(=N/S(=O)(=O)c1ccccc1)c1ccccc1	-7
37	Cc1cc(C)c(C#N)c(SCc2ccc(Br)cc2)n1	-21
38	O=C(c1cc2nc(-c3ccccc3)cc(C(F)(F)F)n2n1)N1CCOCC1	-8
39	O=c1[nH]c2ccccc2cc1/C=N\Nc1nc(-c2ccccc2)c2cc(Cl)ccc2n1	18
40	N#Cc1cccc2c1-c1ccccc1/C2=N\NC(N)=O	3
41	CCOc1ccc(N2C(=O)NC(=O)/C(=C\c3ccc(OC)cc3C)C2=O)cc1	-2
42	COc1ccc(/C=C/C(=O)Nc2ccc(I)cc2Cl)cc1	-15
43	c1ccc(CNn2c(CN3CCOCC3)nc3ccccc32)cc1	-38
44	Cc1c(OCc2ccc(C(=O)O)cc2)ccc2c3c(c(=O)oc12)CCC3	-14
45	Cn1c(O)c(N=NC(=S)NC2CCS(=O)(=O)C2)c2ccccc21 (centres undefined)	-4
46	COc1ccc(-c2csc(NC(=O)c3ccc(S(=O)(=O)N4CCCC4)cc3)n2)cc1C	-3
47	O=C(Nc1ccc(Cl)c(Cl)c1)C1CC(=O)N(c2cccc([N+](=O)[O-])c2)C1 (centres undefined)	-27
48	N#Cc1c(N)nc2c(c1-c1ccc(Br)s1)CCCCCC2	-28
49	COc1ccc(CCNC(=O)C(=O)Nc2ccc3c(c2)OCCO3)cc1OC	-19
50	CC(=O)c1c(C)nn2c3ccccc3n(C)c12	-41
51	COc1cc(/C=C2/SC(=S)NC2=O)ccc1OCCOCCOc1ccc(C)cc1	-5
52	O=C(Nc1c[nH]c(=O)[nH]c1=O)c1cccc([N+](=O)[O-])c1	-2
53	COc1ccc(N(CC(=O)Nc2ccccc2Cl)S(=O)(=O)c2ccccc2)cc1	-3
54	CCc1ccc(NC(=O)CSc2nnc(-c3ccco3)n2-c2ccccc2)cc1	-13
55	COc1ccc(CCNCc2cccc(Cl)c2)cc1OC	2
56	O=C(/C=C/c1ccc(F)cc1)Nc1ccc(F)c([N+](=O)[O-])c1	-3
57	CCCCOC(=O)C1=C(C)NC2=C(C(=O)CC(C)(C)C2)C1c1cccc(Cl)c1 (centres undefined)	-2
58	COc1ccc([N+](=O)[O-])cc1NCc1ccco1	-8
59	Cc1ccc(N=CC2=C(O)CC(C)(C)CC2=O)nc1	-3
60	N#Cc1c(-c2ccc(O)cc2)c(C#N)c2nc3ccccc3n2c1N	-4

# 3 entries already listed, sorted by molar mass, largest number first.
cpd	smiles	VHR inh color
47	O=C(Nc1ccc(Cl)c(Cl)c1)C1CC(=O)N(c2cccc([N+](=O)[O-])c2)C1 (centres undefined)	-27
31	COc1ccc(/C(C)=N/NC(=O)CSCc2cccc(Cl)c2)cc1OC	-4
50	CC(=O)c1c(C)nn2c3ccccc3n(C)c12	-41

# Other compounds
cpd	smiles	VHR inh color
61	COc1ccc(-c2nc3c(n2O)CCc2nonc2-3)cc1OC	-27
62	C/C(=N\Nc1cc(-n2nc(C)cc2C)nc(C)n1)c1ccc(C)cc1	-14
63	COc1ccc(NC(=O)c2cc(OC)c(OC)c(OC)c2)cc1OC	-8
64	COc1ccc(CCNC(=O)C(=O)Nc2ccc(OC)c(Cl)c2)cc1	-11
65	Cc1ccccc1NC(=O)CCCC(=O)OCC(F)(F)C(F)F	-27
66	COc1ccccc1NC(=O)c1ccc(CN(c2ccccc2)S(C)(=O)=O)cc1	-35
67	CCC(CO)NC1=C(Cl)C(=O)c2ccccc2C1=O (centres undefined)	7
68	O=C1C2C(C(=O)N1/N=C/c1ccc([N+](=O)[O-])cc1)C1C=CC2C12CC2 (centres undefined)	2
69	O=C1/C(=C/c2ccc(-c3ccc([N+](=O)[O-])cc3)o2)SC(=S)N1Cc1ccco1	29
70	C=CCN1C(=O)C(Cc2ccc(OCC)cc2)SC1=Nc1ccc(C(=O)O)cc1 (centres undefined)	-1
71	C=CCN1C(=O)/C(=C\c2cccn2-c2cccc([N+](=O)[O-])c2)C(=O)NC1=S	86*
72	CC(C)c1ccc(C(=O)Nc2ccc(Cl)cn2)cc1	-16
73	CCC1=NN(C(=O)c2cccc(Br)c2)C(O)(c2ccc(C)cc2)C1 (centres undefined)	-7
74	CN(C)C(=O)C(c1ccccc1)c1ccccc1	2
75	CCCn1c(C(O)c2cc(OC)ccc2OC)nc2ccccc21 (centres undefined)	6
76	C=CCc1ccccc1OCCOc1cccc(/C=C2/SC(=S)N(C)C2=O)c1	-12
77	Cc1cc2c3c(c1)C1C=CCC1C(c1cccc([N+](=O)[O-])c1)N3CC1CC=CC21 (centres undefined)	-2
78	COc1ccccc1N1C(=O)CC(N2CCN(C(c3ccccc3)c3ccccc3)CC2)C1=O (centres undefined)	-16
79	Cc1cc(/C=C2\C(=O)NC(=O)N(c3ccc(Br)cc3)C2=O)c(C)n1-c1cccnc1	-14
80	CCOc1ccc(NC(=O)c2cc(Br)ccc2Cl)cc1	-7
81	CC(=O)NC1=NC(=O)/C(=C\c2ccc(-c3cccc([N+](=O)[O-])c3)o2)S1	-20
82	O=C(N/N=C/c1c(F)cccc1Cl)c1ccccc1I	-4
83	CCN(CC)C(=O)Cc1ccc2c3c(cccc13)CC2	-10
84	CC1(C)CC(=O)C2=C(C1)NC1=C(C(=O)CC(C)(C)C1)C2c1ccccc1	-11
85	CCOc1ccccc1NC(=O)CN(c1cccc(C(F)(F)F)c1)S(C)(=O)=O	-12
86	CC(=O)CC(=O)Nc1cc(Cl)ccc1C	0
87	CC1=NN(C(=O)c2cccc(Cl)c2)C(O)(c2ccc(Cl)cc2)C1 (centres undefined)	-21
88	COc1ccc(CCNC(=O)COc2ccccc2OC)cc1OC	-15
89	CCOC(=O)CCc1c(C)nc2cc(-c3ccc(Cl)cc3)[nH]n2c1=O	-1
90	O=C(/C=C/c1ccco1)NC(=S)N(Cc1ccccc1)c1ccccc1	-16

# Looked up by compound from above:
cpd	smiles	VHR inh color
83	CCN(CC)C(=O)Cc1ccc2c3c(cccc13)CC2	-10
79	Cc1cc(/C=C2\C(=O)NC(=O)N(c3ccc(Br)cc3)C2=O)c(C)n1-c1cccnc1	-14
42	COc1ccc(/C=C/C(=O)Nc2ccc(I)cc2Cl)cc1	-15
34	COc1cc(C(=O)N/C(=C/c2ccc(Br)cc2)C(=O)NCCC(=O)O)cc(OC)c1OC	-21
62	C/C(=N\Nc1cc(-n2nc(C)cc2C)nc(C)n1)c1ccc(C)cc1	-14
3	COc1ccc(NC(=O)CN(c2ccc(C)cc2)S(C)(=O)=O)c(OC)c1	4

# Additional results follow:
cpd	smiles	VHR inh color
91	COc1ccc(NC(=O)C(=O)NCc2ccc(C)cc2)cc1Cl	2
92	COC(=O)/C(=C\N(C(C)C)C(C)C)[N+](=O)[O-]	-22
93	COC(=O)CN(c1ccc(OC)cc1OC)S(=O)(=O)c1ccc(C)cc1	-9
94	O=C1NC(=O)N(c2cccc(Br)c2)C(=O)/C1=C/c1ccco1	41
95	Cc1cc(C)nc(NC(=O)COc2ccc(Cl)cc2Cl)c1	-16
96	COc1ccc(S(=O)(=O)N(CC(=O)NCC2CCCO2)Cc2ccccc2)cc1 (centres undefined)	15
97	NC1=NC(=O)/C(=C\C=C\c2ccccc2)S1	1
98	COc1cc(OC)cc(C(=O)Nc2cccc(-c3nc4cc(C)cc(C)c4o3)c2C)c1	-7
99	COc1ccccc1N1CCN(S(C)(=O)=O)CC1	-12
100	O=C(N/N=C/c1ccc(-c2cccc([N+](=O)[O-])c2)o1)c1cccc([N+](=O)[O-])c1	-10
101	CCOc1ccc(N(CC(=O)NCCSc2ccccc2)S(C)(=O)=O)cc1	17
102	CCOC(=O)C1=C(C)N=c2s/c(=C\c3ccc(OC)c(O)c3)c(=O)n2C1c1ccc(Cl)cc1 (centres undefined)	0
103	Cc1cccc(NC(=O)C2CCCC2)n1	-2
104	CN(C)c1ccc(C(O)(c2ccccc2)c2ccccc2)cc1	48
105	CCN1C(=O)/C(=C\c2ccc(-c3ccccc3Cl)o2)SC1=S	-3
106	O=C(N/N=C/c1ccc([N+](=O)[O-])o1)c1ccc(C(F)(F)F)cc1	-41
107	CC1=C(C(=O)Nc2ccccc2C)C(c2ccc(C(C)C)cc2)NC(=O)N1 (centres undefined)	11
108	Cc1ccc([N+](=O)[O-])c2c1NC(c1ccc(Br)cc1)C1CC=CC21 (centres undefined)	11
109	CCOc1cccc(C(=O)Nc2nnc(C)s2)c1	0
110	Cc1cccc(NC(=O)c2ccccc2NC(=O)/C=C\c2ccco2)c1C	-12
111	COc1cc(-c2nnc(SCc3c(F)cccc3Cl)o2)cc(OC)c1OC	8
112	O=C1N/C(=N\N=C\c2ccccc2F)SC1Cc1ccccc1[N+](=O)[O-] (centres undefined)	-27
113	O=C(CCCN1C(=O)/C(=C/c2ccccc2)SC1=S)Nc1ccc(O)cc1	19
114	CSc1ccccc1C(=O)O/N=C1/C(=O)N(C)c2ccccc21	-9
115	CCN(CC)C(=O)COc1ccc2oc(C)c(C(=O)OC)c2c1	-4
116	COc1ccc(O)c(/C=N/n2cnnc2)c1	-3
117	Nc1nc(-c2ccccc2)c(-c2ccccc2)n1/N=C/c1ccccc1	-12
118	Cc1cccc(C(=O)NCC(O)c2ccccc2)c1 (centres undefined)	-30
119	O=C(COc1ccccc1)Nc1ccc(Cl)c(-c2nc3ccccc3s2)c1	-10
120	O=C(Nc1ccc(F)c([N+](=O)[O-])c1)c1cc(Br)ccc1Cl	-9

# The list goes on:
cpd	smiles	VHR inh color
121	O=C1C2=C(Nc3ccccc3SC2c2ccco2)c2ccccc21 (centres undefined)	-7
122	COc1ccc(/C=N/N=C2\NC(=O)C(CC(=O)O)S2)c(OC)c1 (centres undefined)	-60
123	Cc1ccc(NC(=O)COc2ccccc2C)c([N+](=O)[O-])c1	-26
124	COc1cc(OC)c(OC)cc1CN1CCN(C2CCCCC2)CC1	1
125	Cc1ccc(C(=O)Nc2sc3c(c2C(=O)N2CCC(C)CC2)CCCC3)cc1	87*
126	CCOC(=O)c1c(NC(=O)c2cnccn2)sc2c1CCCC2	-30
127	O=C1NC(=S)S/C1=C/c1cc2c(cc1Cl)OCO2	28
128	CC(C)c1nc2sc3c(c2c(=O)n1N)CC(C)(C)OC3	68
129	O=C(Nc1ccccc1C(=O)O)c1ccc2c(c1)C(=O)N(c1ccccc1-c1ccccc1)C2=O	-10
130	CC(C)(C)NC(=O)/C(=C\c1cccs1)NC(=O)c1ccc(C(C)(C)C)cc1	-18
131	CC1=C(C(=O)Nc2ccccc2)C(c2cccs2)C(C#N)=C(SCC(=O)c2ccc(F)cc2)N1 (centres undefined)	14
132	CCOc1ccc(-c2cc(C(=O)NCc3ccc(F)cc3)c3ccccc3n2)cc1	-17
133	CC(/C=C1\SC(=S)N(C(Cc2ccccc2)C(=O)O)C1=O)=C\c1ccccc1 (centres undefined)	-19
134	Cc1c(C(=O)OC(C)C)sc(NC(=O)c2cccs2)c1C(=O)OC(C)C	-3

# Some of the entries above in a different format.
130	CC(C)(C)NC(=O)/C(=C\c1cccs1)NC(=O)c1ccc(C(C)(C)C)cc1
  VHR inh color: -18
131	CC1=C(C(=O)Nc2ccccc2)C(c2cccs2)C(C#N)=C(SCC(=O)c2ccc(F)cc2)N1 (centres undefined)
  VHR inh color: 14

# An excerpt. The share of hits here may be higher or lower than overall.
